Source: PubChem (National Center for Advancing Translational Sciences (NCATS))
SNCA viab count: GF-AFC viability counterscreen for inhibitors of alpha-synuclein gene (SNCA) expression; HEK-293-SNCA-luc viability, GF-AFC fluorescence, 24 h; Potency, µM (doses to about 57.1 µM), for inactives: at the top dose activity change, negative = cytotoxicity, usual class: cytotoxic; hit rate 0.12% among 150,000;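 further: potency means the concentration at half of the fitted maximal effect; 0% = DMSO-treated cells and -100% = medium-only wells without cells; nearly all actives have a fitted effect of over 30% in size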
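HEK-293-SNCA-luc cells (1500/well) plated 24 h, then exposed 24 h to a dilution series; GF-AFC added 30 min at 37C, fluorescence 405/540 nm; normalised to medium-only and DMSO wells, Hill fit.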
SNCA expr inh: Primary qHTS assay for inhibitors of alpha-synuclein gene (SNCA) expression; Potency, µM (top dose mostly 57.2 µM), for inactives: top-dose activity change, negative = inhibition, hits mostly inhibitors; hit rate 0.17% among 140,000; HEK-293 SNCA-luciferase knock-in, luminescence, 24 h;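 further: potency means the concentration at half of the fitted maximal effect; plate controls were DMSO cells for no effect and cell-free wells for full effect; nearly all actives have a fitted effect of over 45% in size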
HEK293 tox: Cytotoxic Profiling in HEK 293 Cell Line of Diverse Libraries Using Quantitative High-Throughput Screening; HEK 293 viability, ATP luminescence (CellTiter-Glo), 48-72 h; Potency, µM (top dose mostly 115 µM), for inactives: at the top dose activity change, negative = cytotoxicity, most hits filed as inhibitors; hit rate 6.6% among 94,000; AID 1345083, 2018; further: potency means the concentration at half of the fitted maximal effect; nearly all actives have a fitted effect of over 60% in size
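HEK 293 seeded at 250 cells/well receive compound via pintool. After 48 or 72 hr at 37 degree Celsius, 5% CO2 and 95% humidity, CellTiter-Glo is dispensed and luminescence read following 10 min at room temperature.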
NIH3T3 tox: Cytotoxic Profiling in NIH 3T3 Cell Line of Diverse Libraries Using Quantitative High-Throughput Screening | NIH 3T3 viability, CellTiter-Glo ATP luminescence, 48-72 h | Potency, µM (doses to about 96.7 µM), without a hit: top-dose activity change, negative = cytotoxicity, most hits filed as inhibitors | hit rate 4.3% among 94,000; further: potency means the concentration at half of the fitted maximal effect; nearly all actives have a fitted effect of over 55% in size
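Viability of NIH 3T3 cells after 48 or 72 hr compound treatment at 37 °C was assessed by CellTiter-Glo, with luminescence imaged following a 10 min room-temperature step.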
GPT2 inhibitor: Primary qHTS assay for inhibitors of Glutamate pyruvate transaminase 2 (GPT2); Alanine aminotransferase 2 (Homo sapiens), Q8TD30; Recombinant GPT2, coupled pyruvate oxidase/HRP Amplex Red fluorescence; Potency, µM (top dose mostly 57.7 µM), inactives show top-dose activity change, negative = inhibition, usual class: inhibitors; hit rate 0.25% among 100,000; AID 1671188, 2021; further: potency means the concentration at half of the fitted maximal effect; nearly all actives have a fitted effect of over 60% in size; many of its hits are not listed in these tables
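Fluorescence read-out: pyruvate from GPT2 turnover coupled to pyruvate oxidase, HRP and Amplex Red (0.2mM ThPP, 0.2U/mL PO and HRP, 50uM Amplex final). Substrates 250uM a-KG, 2mM L-alanine; enzyme 10ng/uL; 30 min RT.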
IP6K1 inhibitor: Primary qHTS assay for small molecule inhibitors of Inositol hexaphosphate kinase 1 (IP6K1); Inositol hexakisphosphate kinase 1 (Homo sapiens), Q92551; IP6K1 kinase, ADP-Glo luminescence, 2 h; stronger effect = lower value; activity change, % (series mostly up to about 58 µM); hit rate 0.81% among 140,000; in the data active means activity change below about -25%
Target sequence (Q92551 whole entry, looked up): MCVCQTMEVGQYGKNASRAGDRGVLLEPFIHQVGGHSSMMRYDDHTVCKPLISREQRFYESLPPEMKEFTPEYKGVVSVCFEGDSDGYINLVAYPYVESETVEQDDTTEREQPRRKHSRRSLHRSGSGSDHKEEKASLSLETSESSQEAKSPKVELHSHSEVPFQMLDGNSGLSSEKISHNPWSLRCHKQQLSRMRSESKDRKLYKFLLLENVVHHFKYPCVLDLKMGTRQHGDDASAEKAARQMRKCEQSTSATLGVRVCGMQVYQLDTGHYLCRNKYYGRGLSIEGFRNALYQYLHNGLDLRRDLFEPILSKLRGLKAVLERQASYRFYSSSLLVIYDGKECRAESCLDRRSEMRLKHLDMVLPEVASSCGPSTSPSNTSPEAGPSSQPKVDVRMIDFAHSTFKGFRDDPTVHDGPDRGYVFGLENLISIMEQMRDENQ
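ADP-Glo luminescence measures ADP made by human IP6K1 during a 2 h RT reaction with ATP/IP6 (mix at 1.3 mM/130 uM); top library doses 57.5 and 19.1 uM final.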
Luciferase inh: Firefly luciferase inhibition profiling of diverse chemical library using quantitative high-throughput screening | Luciferin 4-monooxygenase (Photinus pyralis), P08659 | purified P. pyralis luciferase, luminescence, biochemical | Potency, µM (series often up to 115 µM), without a hit: at the top dose activity change, negative = inhibition, actives largely listed as inhibitors | hit rate 2.5% among 76,000; further: potency means the concentration at half of the fitted maximal effect; nearly all actives have a fitted effect of over 65% in size
Target sequence (P08659 whole entry, looked up): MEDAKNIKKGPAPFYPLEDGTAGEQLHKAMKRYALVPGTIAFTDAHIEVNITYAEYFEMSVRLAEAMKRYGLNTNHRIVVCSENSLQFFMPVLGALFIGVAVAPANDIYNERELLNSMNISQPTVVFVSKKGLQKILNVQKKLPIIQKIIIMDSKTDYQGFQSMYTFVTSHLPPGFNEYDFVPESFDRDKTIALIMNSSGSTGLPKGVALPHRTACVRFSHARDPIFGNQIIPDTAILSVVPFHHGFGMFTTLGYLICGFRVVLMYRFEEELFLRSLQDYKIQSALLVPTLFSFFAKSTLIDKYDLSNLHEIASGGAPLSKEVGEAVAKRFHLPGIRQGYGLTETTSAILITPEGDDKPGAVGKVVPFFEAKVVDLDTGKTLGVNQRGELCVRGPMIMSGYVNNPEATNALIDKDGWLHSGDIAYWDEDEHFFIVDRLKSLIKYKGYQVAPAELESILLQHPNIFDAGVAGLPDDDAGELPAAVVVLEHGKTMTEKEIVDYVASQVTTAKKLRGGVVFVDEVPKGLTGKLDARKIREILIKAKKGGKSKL
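Cell-free enzyme assay, 10nM P. pyralis luciferase, luciferin and ATP each at 10uM. Inhibition profiled over a 6-point titration, read as luminescence.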
The depositor's hits bear a star; i = inactive; ? = inconclusive; . = not tested or not shown; [ ] = another dose, or the depositor's remark. Unless noted, the call rests on the fitted dose curve; in most records, active means well fitted curve in the direction sought with a large enough effect; inconclusive means small, poorly fitted or top-dose-only effect, or another doubt; inactive means no such curve, though single readings can be large; an effect the other way counts as inactive or inconclusive. Unless noted, on the % scale 0 is the no-effect control and ±100 the full control effect.

| cpd | SMILES | SNCA viab count | SNCA expr inh | HEK293 tox | NIH3T3 tox | GPT2 inhibitor | IP6K1 inhibitor | Luciferase inh |
| --- | --- | --- | --- | --- | --- | --- | --- | --- |
| 1 | CCCNC(=O)N1CCC2(CC1)N(C)C(=O)CS2=O (configuration not stated) | -4% | 5% | i | 1% | 1% | -11 | 7% |
| 2 | Cc1cc(C(N)=O)c(-c2ccc(N)nc2)nc1C | 1% | 15% | i | -2% | -1% | -6 | -4% |
| 3 | Cn1ncc2c(C(=O)Nc3cccc(C(F)(F)F)c3)cc(-c3ccccc3F)nc21 | . | . | ? | ? | . | 18 | . |
| 4 | COc1ccc(C(=O)N2CCCC2C(=O)N2CCC(N3CCCC3=O)CC2)cc1 (configuration not stated) | 1% | 2% | i | 2% | i | 24 | . |
| 5 | CC(=O)c1c(C)nn(CC(=O)NC2CC(c3nnc(CN(C)C)n3C)C2)c1C (configuration not stated) | 1% | -19% | i | 3% | i | -5 | 10% |
| 6 | O=C(NC1CC1)c1ccccc1OC1CN(Cc2ccc(F)c(F)c2)C1 | -4% | 3% | ? | ? | i | -24 | 7% |
| 7 | COc1ccc(Cl)cc1-c1ccc2c(c1)C(=O)N1CCN(C(=O)C3CCCCC3)C[C@@H]1C(=O)N2 | -2% | -23% | ? | 45µM* | 3% | -6 | 11% |
| 8 | Cc1cc2nc3n(c(=O)c2n1CC(=O)Nc1ccc2c(c1)OCO2)CCC3 | -10% | 26% | -6% | -19% | 0% | 0 | -17% |
| 9 | CCC(NS(=O)(=O)c1cc(-n2cccn2)ccc1OC)C1CC(O)C1 (configuration not stated) | 11% | 9% | i | -1% | -6%[11.5 µM] | 37 | 0% |
| 10 | O=C(CCn1cnc2ccccc21)N1CCn2nc(Cc3ccccc3)cc2C1 | 2% | 0% | ? | ? | -2% | 19 | -25% |
| 11 | CC(C)CCNC(=O)CN1N=C(c2ccc(Cl)cc2)CCC1=O | 10% | -12% | . | . | . | 20 | . |
| 12 | COc1ccc(OCC(=O)N2CCC3(CC2)N=C(c2ccc(C)cc2)NO3)cc1 | 4% | 7% | ? | -20% | i | -16 | -1% |
| 13 | CCOc1ccc2c(n1)CCN(C(=O)Nc1ccccc1C)C2 | -8%[12.5 µM] | 20% | -4% | -2% | 3% | 2 | -24% |
| 14 | C=C(C(=O)O)[C@H]1C[C@]2(C)[C@@H](O)CC[C@]23O[C@H]1C[C@@H]3C | -14% | . | . | . | 3% | 17 | . |
| 15 | CC1CCCN1c1ncnc2c1CN(C1CCC1)C(=O)CN2C (configuration not stated) | 6%[87.6 µM] | -10%[87.6 µM] | -22%[172 µM] | -28%[138 µM] | i | -2 | -5%[172 µM] |
| 16 | Cc1ccc(-n2c(=O)c3ccc(C(=O)NCc4ccccc4Cl)cc3n(Cc3cccc(F)c3)c2=O)cc1 | -7% | 44%[activator] | . | . | . | -2 | . |
| 17 | O=C(N[C@@H]1CN(Cc2c(F)cccc2Cl)C[C@H]1CO)C1CC1 | -3% | 14% | -8% | i | -20% | -13 | 7% |
| 18 | COC[C@H]1NC(=O)CC[C@H]1C(=O)N1CCCc2ccccc21 | -2% | 13% | -1% | -6% | i | 3 | 3% |
| 19 | C[C@]1(CO)[C@H]2Cc3sc(NC(=O)C4CCC4)nc3[C@@H](CC(=O)N3CCOCC3)[C@]2(C)CC[C@H]1O | 1% | 2% | i | 0% | -12% | 2 | 4% |
| 20 | CN1CCCC1c1nc(C2CN(C(=O)c3cccn3C)C2)no1 (configuration not stated) | -5%[12.5 µM] | ? | 0% | i | i | 3 | -2% |
| 21 | O[C@H]1[C@@H]2CN(Cc3ccccc3)C[C@@H]2[C@@H]2O[C@H]1C[C@@H]2c1cccc(F)c1 | . | . | ? | ? | . | -16 | . |
| 22 | CCO[C@H]1CN(C(=O)c2ccccc2Cc2ccc(C)c(F)c2)C[C@@H]1O | 3% | -24% | ? | -15% | -8%[11.5 µM] | 3 | 2% |
| 23 | CCOC(=O)[C@H]1[C@@H](O)C(=O)N(Cc2ccccc2)C12CCN(C(=O)c1ccc(Cl)cc1)CC2 | . | . | -17% | ? | . | 2 | . |
| 24 | Cc1nn(C)cc1-c1ccnc(NCCCN2CCCC(CO)C2)n1 (configuration not stated) | -7% | -29% | -19% | -13% | i | -4 | 7% |
| 25 | CC(=O)Nc1cccc(NC(=O)c2c(-c3ccccc3)c(-c3ccccc3)nn(C)c2=O)c1 | 2% | -11% | . | . | . | 6 | . |
| 26 | COCC(=O)N1CCN(S(=O)(=O)c2ccccc2)[C@@H](C(=O)OC)C1 | 9%[87.6 µM] | -2%[87.6 µM] | -6%[172 µM] | -5%[138 µM] | 4%[88.5 µM] | -5 | -7%[172 µM] |
| 27 | CCn1ncc(C(=O)N2CCCCCCNC(=O)CC2)c1C | 8% | 11% | 0% | -7% | 4% | -11 | -12% |
| 28 | COc1ccccc1C(=O)NC1CCCc2c1[nH]c1ccccc21 (configuration not stated) | -13% | 0% | ? | -27% | i | 0 | -4% |
| 29 | Cc1cc(C)cc(C(=O)NCCc2noc(C)n2)c1 | 4% | 6% | 13% | i | i | 22 | 4% |
| 30 | COc1ccc(-c2cn3cc(C(=O)NCc4cccc(Cl)c4)nc3s2)cc1 | -6% | 1% | ? | -25% | i | -1 | . |
| 31 | CC(C)(C)NC(=O)CSc1nc(-c2ccc(F)cc2)cc(C(F)(F)F)n1 | -31% | -21% | . | . | . | 2 | . |
| 32 | COC(=O)CNC(=O)C1CCc2nnc(CNC(=O)c3cccnc3)n21 (configuration not stated) | 3% | 4% | i | i | 4% | -12 | . |
| 33 | O=C(CC1=C2CCCCC2NC1=O)NC1CC1 (configuration not stated) | 3% | -12% | i | i | 0% | 5 | -7% |
| 34 | CC1CCN(C(=O)c2ccc3c(c2)C(O)CCCCCN3C)CC1 (configuration not stated) | -8% | 64%[activator] | ? | ? | -2% | 18 | ? |
| 35 | Cc1ccc(N2CC(NC(=O)/C=C\c3ccc4c(c3)OCO4)CC2=O)cc1 (configuration not stated) | -8% | -13% | . | . | . | -15 | . |
| 36 | COc1ccc(CNC(=O)CC[C@H]2CNC(=O)[C@@H]3[C@@H](CCN3Cc3ccc(C)cc3)N2C)cc1 | 1% | 7% | ? | -17% | i | 3 | -3% |

Some entries already given with just IP6K1 inhibitor and SNCA viab count:
| # | SMILES | IP6K1 inhibitor | SNCA viab count |
| --- | --- | --- | --- |
| 32 | COC(=O)CNC(=O)C1CCc2nnc(CNC(=O)c3cccnc3)n21 (configuration not stated) | -12 | 3% |
| 33 | O=C(CC1=C2CCCCC2NC1=O)NC1CC1 (configuration not stated) | 5 | 3% |

Back to the main list with the 4 entries that preceded the break.
Sequence of screens: SNCA viab count, SNCA expr inh, HEK293 tox, NIH3T3 tox, GPT2 inhibitor, IP6K1 inhibitor, Luciferase inh
(33) O=C(CC1=C2CCCCC2NC1=O)NC1CC1 (configuration not stated)
→ 3%, -12%, i, i, 0%, 5, -7%
(34) CC1CCN(C(=O)c2ccc3c(c2)C(O)CCCCCN3C)CC1 (configuration not stated)
→ -8%, 64%[activator], ?, ?, -2%, 18, ?
(35) Cc1ccc(N2CC(NC(=O)/C=C\c3ccc4c(c3)OCO4)CC2=O)cc1 (configuration not stated)
→ -8%, -13%, ., ., ., -15, .
(36) COc1ccc(CNC(=O)CC[C@H]2CNC(=O)[C@@H]3[C@@H](CCN3Cc3ccc(C)cc3)N2C)cc1
→ 1%, 7%, ?, -17%, i, 3, -3%
(37) CC(C)C(=O)N1CCC(Cc2nc(C3CCOCC3)no2)CC1
→ 9%, 25%, -18%, -20%, i, 6, -14%
(38) COc1cccc(N2CCN(Cc3cc(=O)oc4cc(C)ccc34)CC2)c1
→ 3%, -6%, ., ., ., -20, .
(39) COc1ccc(Cn2c(C3CCN(C(=O)Cc4ccc(Cl)cc4)CC3)n[nH]c2=O)cc1
→ 13%, -1%, ?, 35µM*, -17%, 3, 1%
(40) Cc1nn(CCC#N)c(C)c1[C@@H]1C=C[C@@H](NC(=O)Nc2ccc(Cl)cc2)C1
→ -5%[87.6 µM], 16%[87.6 µM], ?, ?, ?, -8, -10%[172 µM]
(41) CCn1c(CN2CCN(CC(=O)N3CCCC3)CC2)nnc1C1CC(N)C1 (configuration not stated)
→ 7%, -20%, 0%, -1%, ?, -2, 0%
(42) Cc1cccc(-n2c(N)cc(=O)nc2SCC(=O)Nc2ccc(F)cc2)c1C
→ -5%, ?, ., ., ., -14, .
(43) COc1cc([C@@H](CC(=O)O)c2ccc(C)c(CN3C[C@@H](C)Oc4ccccc4S3(=O)=O)c2)cc2nnn(C)c12
→ ?, ?, ., ., i, ., .
(44) O=C(Nc1nccs1)[C@@H]1C[C@@H](c2cccc(C(F)(F)F)c2)N(CC2CCOCC2)C1
→ -17%[87.6 µM], ?, ?, 79µM*, -5%[88.5 µM], 2, -11%[172 µM]
(45) CN1C(=O)Cc2ccccc2C1C(=O)NCc1ccc(F)cc1Cl (configuration not stated)
→ -13%, -8%, ?, -17%, -25%, 8, -11%
(46) COCCN1CCC2(CCC1=O)CCN(S(=O)(=O)c1cc(C)ccc1C)CC2
→ 5%, ?, -2%, -6%, -1%, 16, 6%
(47) Cc1ccc(-c2ccccc2CN2CCN([S+](=O)([O-])c3cccs3)CC2)cc1Cl
→ ?, 5%, ?, -24%, -6%, -11, .
(48) CN(C)CCNC(=O)c1cccc2c1CCN2C(=O)Nc1ccccc1
→ -15%, ?, ?, -4%, i, -9, 3.5µM*
(49) O=C(Nc1cc(Cl)cc(Cl)c1)c1ccc(F)c(S(=O)(=O)NC2CCCCC2)c1
→ -17%, ?, ., ., ., -1, .
(50) COc1ccc(CNC(=O)CN2C(=O)CCn3nc(-c4cn(C)c5ccccc45)cc32)cc1
→ -11%, 29%, ., ., ., 16, .
(51) O=C1NC2(CCN(C(=O)CCc3cccnc3)CC2)CC1c1ccccc1 (configuration not stated)
→ -6%, -4%, -6%, 4%, i, 0, 2%
(52) Cc1nn(-c2ccccc2)c2c1C(C(C)C)N(C1CN(C(=O)C3CCCC3)C1)C2=O (configuration not stated)
→ ., ., 45µM*, 40µM*, ., 16, .
(53) CCOC(=O)C1CCCN(C(=O)CCS(=O)(=O)c2cc3c(cc2Cl)NC(=O)CO3)C1 (configuration not stated)
→ 9%, 5%, ., ., ., -5, .
